Pf gametocyte – kills late stage P. falciparum gametocytes; P. falciparum stage V gametocytes, ATP luminescence, 24 h; inhibition, % at 10.9 µM; 150,000 compounds, 0.065% hits;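 active = inhibition above the mean plus 3 SD of compounds within the control limits, set per campaign, cut at about 38% in these data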;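 also: 0% = DMSO wells and 100% = medium only without gametocytes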
Mcl1-Noxa inh – Mcl-1/Noxa interaction inhibition; 220,000 compounds, 1.5% hits; Q07820; TR-FRET Mcl-1/Noxa peptide binding, 2 h; inhibition, % at 21.7 µM;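 active = compounds that cut the protein-peptide binding signal by more than 50% relative to plate controls in a single-dose test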;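 also: His-tagged Mcl-1 with rhodamine Noxa BH3 peptide and terbium anti-His antibody; 0% = Mcl-1 plus Noxa peptide wells and 100% = peptide-only wells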
ABCG2 inh – human ABCG2 inhibition, ABCB1 as counter-screen; IgMXP3 cells, JC-1 efflux, flow cytometry; inhibition, % at 6.6 µM; 190,000 compounds, 0.1% hits; AID 1325;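 active = inhibition above 80%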;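 also: 0% = DMSO and 100% = nicardipine control wells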
Target sequence (Q9UNQ0 whole entry, looked up): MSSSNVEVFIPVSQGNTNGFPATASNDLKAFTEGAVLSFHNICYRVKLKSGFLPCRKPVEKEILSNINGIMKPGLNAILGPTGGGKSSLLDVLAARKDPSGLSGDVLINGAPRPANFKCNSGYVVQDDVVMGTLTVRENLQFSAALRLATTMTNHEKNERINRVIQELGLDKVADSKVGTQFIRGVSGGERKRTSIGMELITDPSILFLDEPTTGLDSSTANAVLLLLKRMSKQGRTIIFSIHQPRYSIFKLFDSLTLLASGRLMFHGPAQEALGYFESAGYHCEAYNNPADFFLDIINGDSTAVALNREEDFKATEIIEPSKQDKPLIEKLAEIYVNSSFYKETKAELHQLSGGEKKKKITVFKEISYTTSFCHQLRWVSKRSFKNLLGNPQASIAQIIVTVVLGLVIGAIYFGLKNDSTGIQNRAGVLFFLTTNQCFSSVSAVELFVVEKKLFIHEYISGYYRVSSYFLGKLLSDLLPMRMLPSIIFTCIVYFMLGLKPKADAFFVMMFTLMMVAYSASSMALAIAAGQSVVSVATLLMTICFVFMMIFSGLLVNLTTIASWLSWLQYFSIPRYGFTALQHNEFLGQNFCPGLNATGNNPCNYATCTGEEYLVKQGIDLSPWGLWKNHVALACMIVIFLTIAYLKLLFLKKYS
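Incubation: cells with compound and JC-1, 10 min at 25 °C, rotating, no wash / Test system: IgMXP3 (ABCG2) plus far-red-tagged CCRF-Adr (ABCB1) cells / Compound dosing: one concentration, 6.6 µM final / Also added: JC-1 fluorescent substrate / Evaluation: efflux inhibition in percent versus controls / Detection: flow cytometry, 530 nm JC-1 signal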
Rab7 wt modul – alters GTP binding to wildtype dog Rab7; GST-Rab7 beads, fluorescent GTP binding, flow cytometry; actives lie on both sides; untreated = 100%, excess cold GTP = 0%; 190,000 compounds, 0.055% hits; GTP binding activity (percent of control), % at 10 µM;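 active = fluorescent GTP binding to Rab7 beads changed by at least 20 points from the 100% baseline, either direction, mostly lower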;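 also: median green fluorescence of bound Bodipy-FL-GTP per Rab7 bead population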
Rac1 mut GTP – human Rac1 activated mutant GTP binding change | percent activity (GTP binding), % at 10 µM | P63000 | 190,000 compounds, 0.11% hits | GST-Rac1 activated beads, fluorescent GTP binding, flow cytometry; actives lie on both sides; 100% means binding = to untreated wells;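 active = GTP binding at least 20 percentage points away from the 100% baseline, in either direction, so actives lie on both sides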
ABCB1 block – human ABCB1 inhibition, ABCG2 as counter-screen | inhibition, % at 6.6 µM | CCRF-Adr cells, JC-1 efflux, flow cytometry | P08183 | 190,000 compounds, 0.067% hits; in the data active = inhibition above about 40%;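 also: 0% = vehicle and 100% = reference inhibitor; higher value means more JC-1 retained so stronger ABCB1 efflux block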
Rac1 wt modul – modulators of human Rac1 wildtype GTP binding. P63000. GST-Rac1 beads, fluorescent GTP binding, flow cytometry; actives lie on both sides; 0 = cold GTP competed, 100 = untreated. GTP binding activity (% of control), % at 10 µM. 190,000 compounds, 0.27% hits. AID 757;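 active = GTP binding activity at least 20 points away from the 100% control level, either lower or higher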
Rab2A wt mod – changes GTP binding to wildtype dog Rab2A, up or down | GTP binding activity, % at 10 µM | 190,000 compounds, 0.19% hits | GST-Rab2 wt beads, Bodipy-GTP binding, flow cytometry;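 active = GTP binding activity at least 20 points away from 100%, either lowered or raised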;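 also: 0% = beads with excess unlabeled GTP and 100% = no-compound control corrected for plate trend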
Avidin fluor – compound fluoresces at 488/530 nm on avidin beads | AID 1775 | 220,000 compounds, 0.38% hits | fluorescence (KMESF) at 10 µM | compound fluorescence 488/530 nm, flow cytometry; hits give high values; in the data active = fluorescence above about 47; also: inactives centre near 10
HRas wt GTP bind – human HRas wildtype GTP binding, change in either direction; GTP binding activity, % at 10 µM; GST-Ras wt beads, Bodipy-FL-GTP binding, flow cytometry; actives lie on both sides; 190,000 compounds, 0.14% hits; AID 759;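 active = GTP binding activity at least 20% away from the 100% baseline, either lowered as inhibitor or raised as activator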;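 also: 0% = unlabeled GTP competition control and 100% = no-compound control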
Target sequence (P01112 whole entry, looked up): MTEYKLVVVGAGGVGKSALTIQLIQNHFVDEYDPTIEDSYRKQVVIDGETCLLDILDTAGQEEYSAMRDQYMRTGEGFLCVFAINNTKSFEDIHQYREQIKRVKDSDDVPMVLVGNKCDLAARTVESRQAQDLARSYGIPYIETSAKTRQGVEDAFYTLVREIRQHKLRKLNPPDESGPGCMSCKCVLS
Cdc42 wt – changes GTP binding to wildtype human Cdc42 | 190,000 compounds, 0.2% hits | GST-Cdc42 beads, Bodipy-GTP binding, flow cytometry; actives lie on both sides | P60953 | percent activity (GTP binding), % at 10 µM;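 active = percent activity GTP binding at least 20 points away from the 100% baseline, either down as inhibitor or up as activator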;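 also: median bead fluorescence of bound Bodipy-FL-GTP at 100 nM; 0% = excess unlabeled GTP control and 100% = no compound control; below 100% means less GTP binding so inhibitor and above means activator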
Target sequence (P60953 whole entry, looked up): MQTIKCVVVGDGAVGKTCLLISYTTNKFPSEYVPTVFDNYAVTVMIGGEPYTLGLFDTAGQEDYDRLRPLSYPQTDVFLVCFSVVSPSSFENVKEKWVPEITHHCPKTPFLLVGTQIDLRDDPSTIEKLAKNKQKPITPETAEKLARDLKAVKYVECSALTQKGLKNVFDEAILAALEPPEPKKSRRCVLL
* marks the source's active call; other numbers are inactive results.

For COC(=O)CSc1ccc2c(N)c(C(=O)OC)sc2c1 the results were Mcl1-Noxa inh 3, ABCG2 inh 0, Rab7 wt modul 91, Rac1 mut GTP 95, ABCB1 block -0.1, Rac1 wt modul 95, Rab2A wt mod 95, Avidin fluor 27, HRas wt GTP bind 94 and Cdc42 wt 93.
`O=C(CSc1ncn[nH]1)Nc1ccnc2ccccc12` gave Mcl1-Noxa inh 18, ABCG2 inh 2, Rab7 wt modul 99, Rac1 mut GTP 99, ABCB1 block 0.3, Rac1 wt modul 106, Rab2A wt mod 102, Avidin fluor 8, HRas wt GTP bind 101 and Cdc42 wt 99.
COc1ccc(CCN2C(=O)C3C4C=CC(C5CC45)C3C2=O)cc1OC (stereo not given) was read as Pf gametocyte 6, Mcl1-Noxa inh 5, ABCG2 inh 2, Rab7 wt modul 96, Rac1 mut GTP 95, ABCB1 block 0.6, Rac1 wt modul 102, Rab2A wt mod 98, Avidin fluor 13, HRas wt GTP bind 97 and Cdc42 wt 100.
Cc1ccc(NC(=O)c2ccc(CNS(=O)(=O)c3cccc(C(F)(F)F)c3)cc2)cc1 was read as Pf gametocyte 26, Mcl1-Noxa inh 3, ABCG2 inh 2, Rab7 wt modul 99, Rac1 mut GTP 94, ABCB1 block 0.2, Rac1 wt modul 97, Rab2A wt mod 97, Avidin fluor 10, HRas wt GTP bind 98 and Cdc42 wt 100.
`COc1cc(Br)cc2cc(C(=O)N3CCN(c4ccccn4)CC3)c(=O)oc12` gave Pf gametocyte -28, Mcl1-Noxa inh 23, ABCG2 inh 2, Rab7 wt modul 98, Rac1 mut GTP 97, ABCB1 block -0.5, Rac1 wt modul 103, Rab2A wt mod 101, Avidin fluor 16, HRas wt GTP bind 103 and Cdc42 wt 97.
For CC(=O)N=C1SC2CS(=O)(=O)CC2N1c1c(Cl)cccc1Cl (stereo not given) the results were Pf gametocyte 2, Mcl1-Noxa inh 7, ABCG2 inh -3, Rab7 wt modul 97, Rac1 mut GTP 101, ABCB1 block -0.2, Rac1 wt modul 107, Rab2A wt mod 100, Avidin fluor 37, HRas wt GTP bind 100 and Cdc42 wt 103.
Screening COc1cc(-c2nnc(SCC(=O)Nc3ccc4c(c3)OCCO4)o2)cc(OC)c1OC returned Pf gametocyte 6, Mcl1-Noxa inh -5, ABCG2 inh -1, Rab7 wt modul 101, Rac1 mut GTP 98, ABCB1 block -0.1, Rac1 wt modul 102, Rab2A wt mod 99, Avidin fluor 29, HRas wt GTP bind 100 and Cdc42 wt 99.
O=c1[nH]ncc(N2CCCCCC2)c1Cl was read as Pf gametocyte 5, Mcl1-Noxa inh -4, ABCG2 inh 0, Rab7 wt modul 99, Rac1 mut GTP 97, ABCB1 block 0.2, Rac1 wt modul 97, Rab2A wt mod 98, Avidin fluor 11, HRas wt GTP bind 97 and Cdc42 wt 98.
COc1ccccc1/C=C/C(=O)Nc1cccc(C(C)=O)c1 was read as Pf gametocyte -7, Mcl1-Noxa inh 1, ABCG2 inh -3, Rab7 wt modul 99, Rac1 mut GTP 91, ABCB1 block -1.1, Rac1 wt modul 92, Rab2A wt mod 98, Avidin fluor 8, HRas wt GTP bind 94 and Cdc42 wt 91.
COCCn1nnnc1SCC(=O)Nc1ccc2c(c1)OCO2 was read as Mcl1-Noxa inh 2, ABCG2 inh -3, Rab7 wt modul 105, Rac1 mut GTP 96, ABCB1 block -0.2, Rac1 wt modul 100, Rab2A wt mod 99, Avidin fluor 13, HRas wt GTP bind 98 and Cdc42 wt 95.
For Cc1nc(C(F)(F)F)c(C(=O)N/N=C(\N)c2ccccn2)s1 the results were Pf gametocyte -26, Mcl1-Noxa inh -49, ABCG2 inh 1, Rab7 wt modul 98, Rac1 mut GTP 97, ABCB1 block 0.1, Rac1 wt modul 99, Rab2A wt mod 98, Avidin fluor 22, HRas wt GTP bind 98 and Cdc42 wt 98.
For CC(C)c1ccc(Nc2nnc(SC3CCOC3=O)s2)cc1 (stereo not given) the results were Pf gametocyte -12, Mcl1-Noxa inh -3, ABCG2 inh 8, Rab7 wt modul 99, Rac1 mut GTP 99, ABCB1 block 0.2, Rac1 wt modul 99, Rab2A wt mod 98, Avidin fluor 11, HRas wt GTP bind 101 and Cdc42 wt 96.
`COc1ccc(-n2c(O)c(/C=N/NS(=O)(=O)c3cc(C)ccc3C)c3ccccc3c2=O)cc1OC` gave Mcl1-Noxa inh 9, ABCG2 inh -7, Rab7 wt modul 94, Rac1 mut GTP 85, ABCB1 block 0.8, Rac1 wt modul 83, Rab2A wt mod 83, Avidin fluor 3, HRas wt GTP bind 86 and Cdc42 wt 85.
CCC(=O)Nc1ccc(NC(=O)CSc2nc3cc4c(cc3cc2C)CCC4)cc1 was read as Mcl1-Noxa inh -6, ABCG2 inh 0, Rab7 wt modul 105, Rac1 mut GTP 100, ABCB1 block 0.5, Rac1 wt modul 102, Rab2A wt mod 101, Avidin fluor 43, HRas wt GTP bind 103 and Cdc42 wt 105.
`COc1ccc(C(O)(c2ccccc2OC)C(CN2CCOCC2)c2ccccc2)cc1` (stereo not given) gave Pf gametocyte -6, Mcl1-Noxa inh 9, ABCG2 inh 1, Rab7 wt modul 106, Rac1 mut GTP 95, ABCB1 block 2.9, Rac1 wt modul 98, Rab2A wt mod 100, Avidin fluor 11, HRas wt GTP bind 100 and Cdc42 wt 94.
CCOC(=O)N1CCN(C(=O)C2CCC(CNS(=O)(=O)c3ccccc3)CC2)CC1 (stereo not given) was read as ABCG2 inh 16, Rab7 wt modul 99, Rac1 mut GTP 99, ABCB1 block 0.1, Rac1 wt modul 100, Rab2A wt mod 101, Avidin fluor 12, HRas wt GTP bind 101 and Cdc42 wt 101.
Screening O=C(Nc1nncs1)c1cccc(S(=O)(=O)N2CCCC2)c1 returned Pf gametocyte 2, Mcl1-Noxa inh 18, ABCG2 inh 1, Rab7 wt modul 102, Rac1 mut GTP 97, ABCB1 block -0.1, Rac1 wt modul 102, Rab2A wt mod 98, Avidin fluor 13, HRas wt GTP bind 101 and Cdc42 wt 101.
Cc1cc(C)c(S(=O)(=O)N(CC(=O)N2CCOCC2)C2CCCCC2)c(C)c1 was read as Mcl1-Noxa inh -6, ABCG2 inh 0, Rab7 wt modul 100, Rac1 mut GTP 103, ABCB1 block 0.8, Rac1 wt modul 105, Rab2A wt mod 102, Avidin fluor 17, HRas wt GTP bind 101 and Cdc42 wt 104.
For COc1ccc(OC)c(/C=N/NC(=O)CC2C(=O)NN=C2C)c1 (stereo not given) the results were Mcl1-Noxa inh 9, ABCG2 inh 2, Rab7 wt modul 103, Rac1 mut GTP 98, ABCB1 block 0.5, Rac1 wt modul 105, Rab2A wt mod 106, Avidin fluor 24, HRas wt GTP bind 101 and Cdc42 wt 109.
For O=C(Nc1ccccc1)c1ccc(NCCc2ccccc2)c([N+](=O)[O-])c1 the results were Pf gametocyte 17, Mcl1-Noxa inh 14, ABCG2 inh 26, Rab7 wt modul 102, Rac1 mut GTP 100, ABCB1 block 1.1, Rac1 wt modul 105, Rab2A wt mod 99, Avidin fluor 9, HRas wt GTP bind 100 and Cdc42 wt 102.
CC(=O)C1=C(c2ccccc2)NC(=O)NC1c1ccccc1OCC#N (stereo not given) was read as Pf gametocyte 1, Mcl1-Noxa inh 6, ABCG2 inh 1, Rab7 wt modul 99, Rac1 mut GTP 99, ABCB1 block 0.5, Rac1 wt modul 98, Rab2A wt mod 97, Avidin fluor 15, HRas wt GTP bind 99 and Cdc42 wt 98.
COc1cc(S(=O)(=O)N2CCCCCC2)ccc1Cl was read as Mcl1-Noxa inh 8, ABCG2 inh 1, Rab7 wt modul 98, Rac1 mut GTP 97, ABCB1 block -0.3, Rac1 wt modul 101, Rab2A wt mod 100, Avidin fluor 10, HRas wt GTP bind 100 and Cdc42 wt 101.
`Cc1ccc(-n2c(SCC(=O)Nc3cc(C)on3)nc3c([nH]c4ccccc43)c2=O)cc1` gave Mcl1-Noxa inh -2, ABCG2 inh -1, Rab7 wt modul 96, Rac1 mut GTP 98, ABCB1 block 0.1, Rac1 wt modul 100, Rab2A wt mod 94, Avidin fluor 6, HRas wt GTP bind 97 and Cdc42 wt 95.
Screening Cc1cccc(NC(=O)CCCn2c(=S)[nH]c3ccccc3c2=O)c1 returned Pf gametocyte -23, Mcl1-Noxa inh 16, ABCG2 inh 8, Rab7 wt modul 104, Rac1 mut GTP 95, ABCB1 block 0.1, Rac1 wt modul 98, Rab2A wt mod 99, Avidin fluor 9, HRas wt GTP bind 98 and Cdc42 wt 95.
For Cc1cccc(/C=N/Nc2ccc3ccccc3n2)c1 the results were Pf gametocyte 0, Mcl1-Noxa inh 17, ABCG2 inh 2, Rab7 wt modul 94, Rac1 mut GTP 98, ABCB1 block 0.0, Rac1 wt modul 97, Rab2A wt mod 94, Avidin fluor 22, HRas wt GTP bind 98 and Cdc42 wt 97.
Screening Cc1ccc(CNC(=O)/C=C/c2ccc(S(=O)(=O)N3CCOCC3)cc2)cc1 returned Pf gametocyte -14, Mcl1-Noxa inh -4, ABCG2 inh 2, Rab7 wt modul 101, Rac1 mut GTP 99, ABCB1 block 0.6, Rac1 wt modul 103, Rab2A wt mod 99, Avidin fluor 4, HRas wt GTP bind 101 and Cdc42 wt 103.
CC(C)N(C)S(=O)(=O)c1ccc(Cl)c(C(=O)O)c1 was read as Pf gametocyte -17, Mcl1-Noxa inh 12, ABCG2 inh 8, Rab7 wt modul 97, Rac1 mut GTP 96, ABCB1 block 1.5, Rac1 wt modul 97, Rab2A wt mod 98, Avidin fluor 12, HRas wt GTP bind 98 and Cdc42 wt 97.
Screening COc1ccc(N2CCN(C(=O)NC3CC(=O)N(c4ccc(OC)cc4)C3)CC2)cc1 (stereo not given) returned Pf gametocyte 12, Mcl1-Noxa inh -5, ABCG2 inh 6, Rab7 wt modul 97, Rac1 mut GTP 95, ABCB1 block 0.8, Rac1 wt modul 96, Rab2A wt mod 95, Avidin fluor 24, HRas wt GTP bind 94 and Cdc42 wt 93.
`Cc1ccc(-n2c(C)cc3c2CC(C)(C)CC3=O)cc1C` gave Mcl1-Noxa inh 10, ABCG2 inh -1, Rab7 wt modul 100, Rac1 mut GTP 95, ABCB1 block 0.0, Rac1 wt modul 98, Rab2A wt mod 96, Avidin fluor 5, HRas wt GTP bind 99 and Cdc42 wt 98.
COc1ccc(CCN=CC2=C(O)CCCC2=O)cc1OC was read as Mcl1-Noxa inh -7, ABCG2 inh 2, Rab7 wt modul 101, Rac1 mut GTP 107, ABCB1 block 0.3, Rac1 wt modul 117, Rab2A wt mod 101, Avidin fluor 15, HRas wt GTP bind 106 and Cdc42 wt 111.

Assay outcomes from PubChem BioAssay.
